# Source: PubChem
# 3T3 cytotox – cytotoxic compounds in NIH 3T3 cells; NIH 3T3 viability, CellTiter-Glo ATP luminescence, 48-72 h; Potency, µM (doses to about 96.7 µM), without a hit: at the top dose activity change, negative = cytotoxicity, actives largely listed as inhibitors; 4.3% of 94,000 active; note: potency is the fitted concentration of half-maximal effect; nearly all actives have a fitted effect of over 55% in size
#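 Mouse fibroblast NIH 3T3 cells, 400 per well, received compound via pintool and were incubated for 48 or 72 hr prior to CellTiter-Glo ATP luminescence measurement.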
# SNCA viab count – reduces viability of HEK-293 SNCA reporter cells. HEK-293-SNCA-luc viability, GF-AFC fluorescence, 24 h. Potency, µM (doses to about 57.1 µM), without a hit: at the top dose activity change, negative = cytotoxicity, usual class: cytotoxic. 0.12% of 150,000 active. AID 1671193;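 note: potency is the fitted concentration of half-maximal effect; 0% = DMSO-treated cells and -100% = medium-only wells without cells; nearly all actives have a fitted effect of over 30% in size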
#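 HEK-293-SNCA-luc cells (1500/well) plated 24 h, then exposed 24 h to a dilution series; GF-AFC added 30 min at 37C, fluorescence 405/540 nm; normalised to medium-only and DMSO wells, Hill fit.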
# IP6K1 inh – blocks human inositol hexakisphosphate kinase 1; 0.81% of 140,000 active; IP6K1 kinase, ADP-Glo luminescence, 2 h; active compounds read low; activity change, % (series mostly up to about 58 µM); in the data active = activity change below about -25%
#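 ADP-Glo luminescence measures ADP made by human IP6K1 during a 2 h RT reaction with ATP/IP6 (mix at 1.3 mM/130 uM); top library doses 57.5 and 19.1 uM final.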
# HEK cytotox – cytotoxic compounds in HEK 293 cells. AID 1345083. 6.6% of 94,000 active. HEK 293 viability, ATP luminescence (CellTiter-Glo), 48-72 h. Potency, µM (doses to about 115 µM), for the others: top-dose activity change, negative = cytotoxicity, usual class: inhibitors; note: potency is the fitted concentration of half-maximal effect; nearly all actives have a fitted effect of over 60% in size
#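 HEK 293 seeded at 250 cells/well receive compound via pintool. After 48 or 72 hr at 37 degree Celsius, 5% CO2 and 95% humidity, CellTiter-Glo is dispensed and luminescence read following 10 min at room temperature.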
# SNCA expr inh – SNCA gene expression inhibition; HEK-293 SNCA-luciferase knock-in, luminescence, 24 h; Potency, µM (series often up to 57.2 µM), without a hit: top-dose activity change, negative = inhibition, most hits filed as inhibitors; 0.17% of 140,000 active;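 note: potency is the fitted concentration of half-maximal effect; plate controls were DMSO cells for no effect and cell-free wells for full effect; nearly all actives have a fitted effect of over 45% in size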
# FLuc inh – blocks purified firefly luciferase enzyme activity; 2.5% of 76,000 active; P08659; AID 1347043; Potency, µM (top dose mostly 115 µM), inactives show top-dose activity change, negative = inhibition, usual class: inhibitors; purified P. pyralis luciferase, luminescence, biochemical; note: potency is the fitted concentration of half-maximal effect; nearly all actives have a fitted effect of over 65% in size
# Target sequence (P08659 whole entry, looked up): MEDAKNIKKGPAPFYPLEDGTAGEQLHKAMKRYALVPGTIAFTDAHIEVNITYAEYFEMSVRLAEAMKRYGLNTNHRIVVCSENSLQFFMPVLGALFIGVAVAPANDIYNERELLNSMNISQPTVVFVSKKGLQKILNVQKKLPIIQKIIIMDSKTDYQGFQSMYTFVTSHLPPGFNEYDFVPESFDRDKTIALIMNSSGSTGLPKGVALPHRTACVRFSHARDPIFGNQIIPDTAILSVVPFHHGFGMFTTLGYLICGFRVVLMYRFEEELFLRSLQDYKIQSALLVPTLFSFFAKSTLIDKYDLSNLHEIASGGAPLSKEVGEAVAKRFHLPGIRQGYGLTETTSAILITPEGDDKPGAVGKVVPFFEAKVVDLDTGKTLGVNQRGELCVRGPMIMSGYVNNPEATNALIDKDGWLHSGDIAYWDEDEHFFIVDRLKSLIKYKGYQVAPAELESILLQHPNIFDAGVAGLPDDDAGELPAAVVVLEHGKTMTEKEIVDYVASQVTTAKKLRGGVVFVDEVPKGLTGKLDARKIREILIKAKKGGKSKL
#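 Purified P. pyralis luciferase (10nM final) in 50mM Tris acetate pH 7.5, 10mM Mg acetate, 0.01% Tween-20, 0.05% BSA with 10uM D-luciferin and 10uM ATP. Compounds titrated qHTS. Luminescence imaged on CCD.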
# GPT2 inh – GPT2 alanine aminotransferase inhibition; Potency, µM (titrated, usually from 57.7 µM), for the others: top-dose activity change, negative = inhibition, most hits filed as inhibitors; AID 1671188; Recombinant GPT2, coupled pyruvate oxidase/HRP Amplex Red fluorescence; 0.25% of 100,000 active; note: potency is the fitted concentration of half-maximal effect; nearly all actives have a fitted effect of over 60% in size; many of its hits are not listed in these tables
# Target sequence (Q8TD30 whole entry, looked up): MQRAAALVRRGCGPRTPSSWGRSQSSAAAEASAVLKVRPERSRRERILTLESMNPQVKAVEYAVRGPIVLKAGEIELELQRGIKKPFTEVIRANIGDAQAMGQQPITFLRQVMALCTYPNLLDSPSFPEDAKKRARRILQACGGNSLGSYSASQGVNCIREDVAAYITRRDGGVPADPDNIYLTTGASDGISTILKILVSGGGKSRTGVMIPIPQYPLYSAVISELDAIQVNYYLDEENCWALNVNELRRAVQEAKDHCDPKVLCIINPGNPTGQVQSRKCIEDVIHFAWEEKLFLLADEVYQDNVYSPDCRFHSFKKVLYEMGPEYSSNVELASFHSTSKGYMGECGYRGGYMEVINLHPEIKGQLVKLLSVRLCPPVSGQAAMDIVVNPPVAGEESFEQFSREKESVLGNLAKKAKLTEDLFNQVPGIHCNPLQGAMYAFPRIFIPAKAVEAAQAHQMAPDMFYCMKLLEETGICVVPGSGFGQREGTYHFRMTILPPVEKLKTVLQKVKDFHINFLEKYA
#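 Fluorescence read-out: pyruvate from GPT2 turnover coupled to pyruvate oxidase, HRP and Amplex Red (0.2mM ThPP, 0.2U/mL PO and HRP, 50uM Amplex final). Substrates 250uM a-KG, 2mM L-alanine; enzyme 10ng/uL; 30 min RT.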
# * marks the source's active call; other numbers are inactive results; i = inactive; ? = inconclusive; · = no result given; [ ] = remark or other dose. Unless noted, calls come from the whole dose curve; as a rule, active = well fitted curve in the direction sought with a large enough effect; inconclusive = small, poorly fitted or top-dose-only effect, or another doubt; inactive = no such curve, though single readings can be large; an effect the other way counts as inactive or inconclusive. Unless noted, % is set by controls: 0 for no effect and ±100 for the full control effect.
No.	SMILES	3T3 cytotox	SNCA viab count	IP6K1 inh	HEK cytotox	SNCA expr inh	FLuc inh	GPT2 inh
1	COCCNC(=O)[C@H]1C[C@H](Oc2cccnc2)CN1S(=O)(=O)c1cccc(OC)c1	i	4%	-2	1%	9%	0%	i
2	CNC(=O)NC[C@H]1CCN(Cc2ccccc2)C[C@H]1N(C)C	i	-3%[12.5 µM]	0	i	23%	8%	i
3	COCCc1nc(CNC(=O)C2CCCN(C(=O)N(C)C)C2)no1 (configuration not stated)	i	5%	-12	i	-11%	-2%	i
4	COc1ccc(CN(C)c2ccc(-c3nc(C)no3)cc2[N+](=O)[O-])cc1	·	-22%	7	·	13%	·	·
5	O=C(NC1CCCCC1)C1CCc2nnc(-c3ccc(F)cc3)n21 (configuration not stated)	-14%[138 µM]	-13%[87.6 µM]	-2	-12%[172 µM]	-12%[87.6 µM]	·	-10%[88.5 µM]
6	Cc1cnc(-c2ccncc2)n1C1CCN(C(=O)Cc2ccccc2)CC1	-3%	-32%	6	-2%	-1%	6%	-15%
7	O=C(Nc1ccc(F)c(Cl)c1)C1CCN(C(=O)c2ccc(F)cc2)CC1	·	4%	-4	·	-11%	·	·
8	Cc1ccccc1OCC(=O)Nc1sc2c(c1C(=O)OC(C)C)CCCC2	·	9%	-8	·	-3%	·	·
9	COCCOc1ccc2c(n1)CCN(C(=O)c1sccc1C)C2	?	16%[12.5 µM]	-19	-21%	3%	-20%	-15%
10	C=C1CCC[C@]2(C)CC[C@@H](C(=C)C(=O)O)[C@H](O)[C@@H]12	·	5%	12	·	·	·	i
11	O=C(NCC(=O)N1CCN(Cc2ccccc2)CC1)c1cccc(-c2ccsc2)c1	?	0%[12.5 µM]	8	?	?	·	i
12	O=C(Nc1ccc2c(c1)OCCO2)[C@H]1CN(Cc2ccccc2)C[C@H]1C(=O)O	-13%	0%	16	-13%	65%[activator]	-23%	i
13	Cc1ccccc1CN1CCC2OCCN(CCc3ccccc3)C(=O)C2C1 (configuration not stated)	?	-14%[87.6 µM]	11	?	9%[87.6 µM]	6%[172 µM]	-1%[88.5 µM]
14	COc1cc(CN(C(=O)COc2ccc(Br)cc2)c2ccccn2)cc(OC)c1OC	·	-22%	21	·	70%[activator]	·	·
15	Clc1ccc(N2CCN(Cc3cc4ccccn4n3)CC2)cc1	·	1%	·	·	6%	·	-1%
16	CNC(=O)c1cc(C)nc2onc(C3CCCN3C(=O)C3CCCCC3)c12 (configuration not stated)	-28%	·	-4	-10%	·	·	·
17	Cc1ccc(CNC(=O)c2ccc3c(c2)CN(Cc2cnn(C)c2C)CCO3)cc1	-9%	-4%	1	?	-22%	-3%	-6%
18	COc1ccc(CC(=O)NCC(c2cccs2)S(=O)(=O)c2ccc(F)cc2)cc1 (configuration not stated)	·	-10%	1	·	29%	·	·
19	CSCCNC(=O)C1CCN(c2nc3ncccc3o2)CC1	-10%[138 µM]	5%[87.6 µM]	14	-1%[172 µM]	8%[87.6 µM]	·	1%[88.5 µM]
20	CC(C)c1ccc(OCC(=O)Nc2c(C(=O)c3ccc(F)cc3)oc3ccccc23)cc1	·	2%	-14	·	9%	·	·
21	CN1CCC2(CCC1=O)CN(C(=O)Cn1ncnn1)CCN2C (configuration not stated)	0%	4%	7	i	-19%	-5%	-15%
22	CCOc1cc(C(=O)Nc2ccc(-c3nnc4n3CCCCC4)cc2)cc(OCC)c1OCC	·	-3%	18	·	-6%	·	·
23	Cc1ccc(C(C)C)c(OC(C)C(=O)NCC2(N(C)C)CCCCC2)c1 (configuration not stated)	·	-2%	-17	·	-33%	·	·
24	Cc1ccc(CSC2=Nc3ccccc3C3=NC(CC(=O)NC4CCCCC4)C(=O)N23)c(C)c1 (configuration not stated)	·	-1%	2	·	-6%	·	·
25	COc1ccc(NC(=O)c2nnn(Cc3nc(-c4cc(OC)c(OC)c(OC)c4)oc3C)c2C)cc1Cl	·	14%	-8	·	18%	·	·

# Entries 12 through 14 from above:
No.	SMILES	3T3 cytotox	SNCA viab count	IP6K1 inh	HEK cytotox	SNCA expr inh	FLuc inh	GPT2 inh
12	O=C(Nc1ccc2c(c1)OCCO2)[C@H]1CN(Cc2ccccc2)C[C@H]1C(=O)O	-13%	0%	16	-13%	65%[activator]	-23%	i
13	Cc1ccccc1CN1CCC2OCCN(CCc3ccccc3)C(=O)C2C1 (configuration not stated)	?	-14%[87.6 µM]	11	?	9%[87.6 µM]	6%[172 µM]	-1%[88.5 µM]
14	COc1cc(CN(C(=O)COc2ccc(Br)cc2)c2ccccn2)cc(OC)c1OC	·	-22%	21	·	70%[activator]	·	·

# (listing goes on)
No.	SMILES	3T3 cytotox	SNCA viab count	IP6K1 inh	HEK cytotox	SNCA expr inh	FLuc inh	GPT2 inh
26	Cc1noc(-c2ccccc2OC2CCN(C(=O)c3cc(C)[nH]n3)C2)n1 (configuration not stated)	-19%	3%	-12	2%	5%	0%	i
27	Cc1ccccc1C(=O)N1CCCC(C(=O)N2CCCC(c3nc4ncccc4[nH]3)C2)C1 (configuration not stated)	-7%	-6%	16	i	-11%	·	?
28	O=C(c1ccnnc1)N1C[C@@H](COCC2CC2)[C@H](c2ccccn2)C1	0%	3%	0	i	11%	4%	1%
29	O=C(NCCCN1CCN(c2ccccc2F)CC1)C1COc2ccccc2C1 (configuration not stated)	·	7%	15	·	-1%	·	·
30	CNC(=O)C(C)(C)N1CCC[C@H]1C(=O)NCCc1ccccn1	-5%[174 µM]	2%[87.6 µM]	2	-2%[172 µM]	6%[87.6 µM]	-5%[172 µM]	-1%[88.5 µM]
31	O=C(c1ccccc1)N1CCCC(n2cc(-c3nc(C4CC4)no3)nn2)C1 (configuration not stated)	-24%	1%	0	?	-15%	0%	5%
32	CCOc1cc(C(=O)N2CCC[C@H]2c2nc(-c3ccc(C)cc3)no2)cc(OCC)c1OCC	?	-18%	7	?	20%	6%	i
33	Cc1ccc(CC(=O)NCc2nnc3cc(-c4nc(C5CC5)no4)ccn23)cc1	-16%	5%	-8	-8%	-10%	5%	i
34	CN(C)c1ccc(CN2CCC3(C2)NC(=O)c2ccccc2CO3)cc1 (configuration not stated)	-14%	-1%	8	?	-19%	2%	i
35	O=C(NCC1(COc2cnccn2)C[C@@H](O)[C@@H](O)C1)c1ccno1 (some centres not stated)	1%[174 µM]	4%[87.6 µM]	-6	4%[172 µM]	12%[87.6 µM]	-4%[172 µM]	-32%[88.5 µM]
36	CC(=O)O[C@H]1[C@@]2(O)C[C@H](C)[C@H](OC(=O)c3ccccc3)[C@@H]2[C@@H](OC(=O)CO)[C@]2(OC(C)=O)C[C@H]3C(=O)C(C)(C)C[C@@H]3[C@@]1(C)[C@H]2OC(C)=O	·	20%[23.9 µM]	0	·	·	·	i
37	C[C@@H]1[C@H](O)[C@@H]2OC(=O)C3=C2[C@H](CCC3)[C@@]12C[C@@H](c1ccoc1)OC2=O	·	-6%	2	·	·	·	i
38	CNC(=O)[C@@H]1CN(C(=O)c2cccnc2)C[C@H]1COC	-3%	2%	5	-20%	-17%	3%	i
39	CCC1(O)CCCN(C(=O)c2cc(COc3ccccc3OC)[nH]n2)C1 (configuration not stated)	-29%	3%	5	-4%	25%	0%	i
40	Cc1nsc(NC(=O)NCc2cccc(Cl)c2Cl)n1	?	-1%	-9	?	4%	4%	-13%
41	CC(C(=O)NCc1cc(F)cc(F)c1)C1CCOCC1 (configuration not stated)	3%	-1%[12.5 µM]	-2	5%	-3%	-5%	-7%
42	CCc1cccc(C)c1NC(=O)C(C)Sc1nc2c(c(=O)[nH]1)CCCC2 (configuration not stated)	·	-4%	-7	·	3%	·	·
43	CCCc1nnc([C@H]2CCN(Cc3ccc(NC(C)=O)cc3)C2)o1	-26%[174 µM]	-5%[87.6 µM]	9	-8%[172 µM]	7%[87.6 µM]	-19%[172 µM]	i
44	Cc1c(-c2ccccc2F)[nH]c2ccc(CNC(=O)C3CCNC3)cc12 (configuration not stated)	?	-3%	-9	?	-7%	20µM*	i
45	CCN(CC)c1ccc2cc(-c3nc(-c4ccccc4)no3)c(=O)oc2c1	·	8%	4	·	159%[activator]	·	·
46	CCc1cnc2c(c1SCC(=O)c1ccc(OC)cc1)c(=O)n(C)c(=O)n2C	·	-17%	0	·	-9%	·	·
47	O=C(C1CCCCC1)N1CC(F)(F)C[C@H]1c1nnc(C2CC2)o1	3%	8%	-1	i	-6%	-5%	1%
48	COc1ccc(-c2nc(CSCC(=O)N3CCN(c4ccccc4)CC3)c(C)o2)cc1	·	-33%	16	·	-1%	·	·
49	COc1ccccc1CN1CCC(n2cc[nH]c2=O)CC1	-13%[138 µM]	-9%[87.6 µM]	13	1%[172 µM]	10%[87.6 µM]	4%[172 µM]	i
50	Cc1cc(Cl)ccc1S(=O)(=O)N1CC(c2nc(Cc3ccccc3)no2)C1	?	10%	-8	?	18%	-12%	?
51	CC(=O)Nc1ccc(CNC[C@H]2Cn3c(-c4ccc5c(c4)OCCO5)cnc3CO2)cc1	-24%[174 µM]	0%[87.6 µM]	7	-22%[172 µM]	3%[87.6 µM]	-3%[172 µM]	-4%[88.5 µM]
52	CCC(=O)N1CCc2cc(S(=O)(=O)CCC(=O)Nc3cc(Cl)ccc3OC)ccc21	·	-11%	0	·	9%	·	·
53	CCCc1nnc([C@H]2CCN(Cc3ncc[nH]3)C2)o1	0%[230 µM]	2%[87.6 µM]	1	2%[230 µM]	19%[87.6 µM]	-3%[230 µM]	i
54	C[C@H]1[C@H](O)O[C@@H]2O[C@@]3(C)CC[C@H]4[C@H](C)CC[C@@H]1[C@@]24OO3	·	?	6	·	·	·	i
55	Cc1ccc(-c2ccccc2CN2CCN(C(=O)c3ccccc3C)CC2)cc1Cl	?	-17%[12.5 µM]	-7	?	8%	·	-6%
56	Cc1nn(CC(=O)N2CCN(c3ccccc3)CC2)c(=O)c2cccn12	·	17%	19	·	9%	·	·
57	CC1=NOC2(CCN(C(=O)c3ccc(C)cc3)CC2)C1	-39%[138 µM]	-16%[87.6 µM]	-7	-3%[172 µM]	1%[87.6 µM]	2%[172 µM]	2%[88.5 µM]
58	COc1cccc(CN2CC(O)CN(C(=O)OCC(C)C)CC2=O)c1OC (configuration not stated)	?	·	15	-11%	·	·	·
59	Cc1cc(C)c2c(-n3cccc3)c(C(=O)NCCCN3CCCCC3)sc2n1	·	-7%	30	·	24%	·	·
60	COc1cccc2sc(N3CCN(C(=O)CS(=O)(=O)c4ccc(Cl)cc4)CC3)nc12	·	-13%	3	·	?	·	·
61	Cc1[nH]ncc1CNC(=O)CN1CCCc2nc(C3CC3)ncc2C1=O	i	-1%	1	-7%	-6%	-5%	-7%
62	O=C(NC[C@H]1O[C@@H](CC(=O)N2CCc3ccccc32)[C@H](O)[C@@H]1O)Nc1cccc(F)c1	?	-5%[87.6 µM]	-2	-23%[172 µM]	5%[87.6 µM]	?	-7%[88.5 µM]
63	CC(C)(C)C(=O)N1CCCC1C(=O)N1CCCC1c1nc2ccncc2[nH]1 (configuration not stated)	-16%	8%	-4	-14%	-23%	·	i
